Screens: PubChem BioAssay, National Center for Advancing Translational Sciences (NCATS)
FUS yeast rescue – rescues growth of FUS-expressing yeast; 390,000 tested, 0.24% active; S. cerevisiae FUS-expressing, growth rescue, OD600, 24 h; Potency, µM (titrated, usually from 76.6 µM), for inactives: top-dose growth rescue (activation), hits mostly activators;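 further: potency means the concentration at half of the fitted maximal effect; plate controls were DMSO vehicle for no effect and reference control for full effect; nearly all actives have a fitted effect of over 55% in size; some results filed as inactive show a strong effect at the top dose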
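FUS-expressing yeast, raffinose-pregrown, induced in 2% galactose minimal medium at OD 0.005; compounds in a dilution series, 24hr at 30C. Growth restoration read as absorbance at 600 nm. CP55940 positive control, DMSO negative.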
EPAC2 agonist – EPAC2 (human) agonism | 360,000 tested, 0.079% active | EPAC2 activation, biochemical qHTS; response scale: 100% = 6.5 mM cAMP response | Q8WZA2 | Potency, µM (doses to about 154 µM), inactives show top-dose activation, actives largely listed as activators; further: potency means the concentration at half of the fitted maximal effect; nearly all actives have a fitted effect of over 50% in size
Target sequence (Q8WZA2 whole entry, looked up): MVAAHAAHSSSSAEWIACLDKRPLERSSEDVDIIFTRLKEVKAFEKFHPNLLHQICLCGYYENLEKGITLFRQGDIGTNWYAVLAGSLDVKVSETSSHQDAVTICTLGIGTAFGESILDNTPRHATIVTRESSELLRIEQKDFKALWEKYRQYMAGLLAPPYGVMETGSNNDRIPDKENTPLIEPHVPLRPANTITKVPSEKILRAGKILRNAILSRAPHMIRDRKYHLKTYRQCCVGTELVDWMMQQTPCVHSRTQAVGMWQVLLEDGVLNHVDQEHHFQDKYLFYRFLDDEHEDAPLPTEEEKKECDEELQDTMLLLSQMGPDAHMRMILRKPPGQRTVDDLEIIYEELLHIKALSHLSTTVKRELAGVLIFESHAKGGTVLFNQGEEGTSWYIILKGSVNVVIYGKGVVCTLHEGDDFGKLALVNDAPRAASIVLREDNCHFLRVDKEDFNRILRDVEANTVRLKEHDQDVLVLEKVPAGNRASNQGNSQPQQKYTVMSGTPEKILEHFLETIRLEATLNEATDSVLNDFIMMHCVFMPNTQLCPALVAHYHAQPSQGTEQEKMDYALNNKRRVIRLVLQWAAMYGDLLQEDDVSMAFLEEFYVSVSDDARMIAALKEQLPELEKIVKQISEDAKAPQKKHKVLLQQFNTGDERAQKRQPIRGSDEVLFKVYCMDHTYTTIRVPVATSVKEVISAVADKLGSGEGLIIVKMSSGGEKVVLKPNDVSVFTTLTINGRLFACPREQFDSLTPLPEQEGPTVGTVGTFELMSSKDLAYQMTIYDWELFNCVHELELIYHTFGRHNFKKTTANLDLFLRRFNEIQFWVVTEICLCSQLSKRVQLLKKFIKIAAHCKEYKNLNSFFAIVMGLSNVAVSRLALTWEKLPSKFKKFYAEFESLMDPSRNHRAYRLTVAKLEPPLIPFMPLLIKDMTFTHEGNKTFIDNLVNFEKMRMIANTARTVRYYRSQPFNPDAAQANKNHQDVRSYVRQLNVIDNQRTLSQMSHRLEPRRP
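Readout is BODIPY fluorescence (480 nm excitation, 540 nm emission), which falls as labeled GDP is exchanged off Rap1B. EPAC2 at 100 nM acted on 250 nM RAP1B-BODIPY-GDP with 50 uM GDP present.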
DRD3 antagonist – antagonists of human D3 dopamine receptor | max response, negative = inhibition, % | D3R cells, DiscoveRx beta-arrestin luminescence, antagonist mode; hits give low values | 360,000 tested, 2.5% active | P35462; in the data active means max response below about -50%; inconclusive means no clear call, values can overlap the other calls; further: on the % scale 0 is the no-effect control and ±100 the full control effect; mostly tested at two doses, the higher about 12 µM
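Cells plated overnight at 1500 cells/well, then exposed to library compounds with dopamine controls for 90 minutes at 37 degrees C. DiscoveRx reagent added for 30–60 minutes at room temperature; luminescence read, quantitative HTS format.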
EPAC2 antagonist – EPAC2 (human) antagonism. Q8WZA2. EPAC2 GEF exchange of Rap1B-BODIPY-GDP, fluorescence. Potency, µM (series often up to 114 µM), for the others: at the top dose activity, negative = inhibition, usual class: inhibitors. 360,000 tested, 0.18% active; further: potency means the concentration at half of the fitted maximal effect; on the % scale 0 is the no-effect control and ±100 the full control effect; nearly all actives have a fitted effect of over 45% in size; many of its hits are not listed in these tables
Abeta yeast res – restores growth of yeast expressing A-beta42 peptide; 410,000 tested, 0.063% active; Potency, µM (doses to about 46.1 µM), for the others: at the top dose growth rescue, most hits filed as activators; yeast expressing A-beta42, growth rescue, OD600, 48 h; response scale: 0% DMSO, 100% iron-clioquinol control; AID 1347071; further: potency means the concentration at half of the fitted maximal effect; nearly all actives have a fitted effect of over 55% in size
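Growth rescue measured by 600 nm absorbance after 48 h yeast culture at 30 C with compound. Values normalized between DMSO and an equimolar ferric chloride plus clioquinol control.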
TDP43 rescue – rescues yeast growth from TDP-43 toxicity | TDP-43 expressing yeast growth rescue, BacTiter-Glo, 24 h | 410,000 tested, 1.8% active | Potency, µM (highest dose often 46.1 µM), for inactives: top-dose growth rescue (activation), usual class: activators; further: potency means the concentration at half of the fitted maximal effect; % of control where 0% means no effect; nearly all actives have a fitted effect of over 50% in size
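Readout is BacTiter-Glo luminescence of cell growth, so inhibitors register as activators. TDP-43-expressing yeast at OD600=0.02 in galactose medium, after raffinose pregrowth to mid-log, were incubated with compound for 24 hr at 30 deg C.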
aSyn rescue – alpha-synuclein toxicity inhibition in yeast; Yeast expressing alpha-synuclein, growth rescue, BacTiter-Glo, 24 h; Potency, µM (highest dose often 46.1 µM), for inactives: at the highest dose growth rescue (activation), hits mostly activators; 370,000 tested, 0.14% active; further: potency means the concentration at half of the fitted maximal effect; % of control where 0% means no effect; nearly all actives have a fitted effect of over 65% in size
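Galactose-induced alpha-syn yeast (OD600=0.02, raffinose-pregrown) + pinned cpd, 24 hr, 30 deg C; growth by BacTiter-Glo luminescence. Growth restoration scores as activation.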
DRD3 agonist – activates the human D3 dopamine receptor. P35462. D3R DiscoveRx beta-arrestin cells, luminescence, 90 min. max activation, %. 410,000 tested, 0.58% active; in the data active means max activation above about 30%; further: 0% is about no effect; mostly tested at two doses, the higher about 12 µM
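Agonist-mode cell screen: cells plated at 1500/well and incubated overnight at 37 °C, then exposed to library compounds for 90 min at 37 °C. Detection reagent was added for 30–60 min at room temperature, and luminescence was read.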
The depositor's hits bear a star; ? = inconclusive; . = not tested or not shown; [ ] = dose if it differs, or a comment. Unless noted, the call rests on the fitted dose curve; in most records, active means well fitted curve in the direction sought with a large enough effect; inconclusive means small, poorly fitted or top-dose-only effect, or another doubt; inactive means no such curve, though single readings can be large; an effect the other way counts as inactive or inconclusive.

Each structure is followed by: FUS yeast rescue	EPAC2 agonist	DRD3 antagonist	EPAC2 antagonist	Abeta yeast res	TDP43 rescue	aSyn rescue	DRD3 agonist
1. O=C(NC1CCS(=O)(=O)C1)C1CCCN(S(=O)(=O)c2ccc(Cl)cc2)C1 (stereo not given)
 : .	15%	0	1%	15%	-14%	-5%	-12
2. Cc1ccc(OCC(=O)NCC(=O)n2nc(C)cc2C)cc1
 : -4%	-6%	-6	9%	6%	?	1%	-2
3. COc1cc(/C=N/n2c(-c3cc(C)[nH]n3)n[nH]c2=S)cc(OC)c1O
 : 30%	13%	?	2%	9%	-4%	6%	-9
4. N/C(=N\OC(=O)CSc1ccccc1)c1ccncc1
 : -11%	5%	0	2%	3%	?	10%	8
5. CC(C)CCN1C(=O)N(c2ccccc2)C(=O)C1CC(=O)Nc1ccc(Cl)cc1 (stereo not given)
 : 42%	.	.	.	14%	-1%	.	9
6. O=C(N/N=C/c1ccc2c(c1)OCO2)c1ccc(NC(=O)c2ccc(F)cc2)cc1
 : 31%	8%	-14	-4%	-1%	-6%	-5%	-9
7. CCN(CC)CCN(C(=O)c1ccc(C(=O)OC)cc1)c1nc2ccc(Cl)cc2s1
 : -25%	.	.	.	0%	21%	.	-21
8. O=C(C1CCN(S(=O)(=O)c2cccs2)CC1)N(c1ccccn1)C1CCCCC1
 : 11%	-2%	-1	0%	-18%	-23%[0.397 µM]	-5%	-3
9. CCN(CC)c1ccc(NC(=O)c2cccnc2)c(C)c1
 : 18%	-1%	0	-18%	19%	-6%	-2%	1
10. CCSc1nnc(NC(=O)CSc2nccn2-c2cccc(C)c2)s1
 : -9%	0%	6	1%	-14%	1%	15%	4
11. COC(=O)c1ccccc1NC(=O)Cn1c(=O)nc(-c2ccccc2)c2cc(Cl)ccc21
 : 14%	.	.	.	-6%	25%	.	2
12. Cn1c(=O)[nH]c(=O)c2c1nc(N)n2Cc1ccccc1
 : 9%	9%	3	6%	6%	-3%	-1%	2
13. CC(C)CNC(=O)c1ccc2c(c1)C(=O)N(Cc1ccco1)C2=O
 : -4%	4%	5	3%	1%	12%	10%	8
14. N#Cc1sc2nc(-c3cccs3)cc(-c3ccc(F)cc3)c2c1N
 : .	4%	52	12%	4%	14%	8%	18
15. Cc1c(C(=O)N(Cc2ccccc2Cl)C2CCS(=O)(=O)C2)oc2ccccc12 (stereo not given)
 : ?	5%	3	?	20%	26%	13%	6
16. CC(=O)Nc1cc(-c2ccc(F)cc2)cn2c(-c3ccc(S(C)(=O)=O)cc3)cnc12
 : ?	6%	13	17%	1%	21%	3%	2
17. Cc1c(C=O)c2ccccn2c1C(=O)c1ccccc1Cl
 : 16%	26%	-7	2%	-1%	-1%	-2%	-10
18. COC(=O)Nc1nc2ccc(Br)cc2s1
 : -4%	8%	6	1%	-14%	-15%	-14%	9
19. COc1ccc(OC)c(NS(=O)(=O)c2ccc3c(c2)n(C)c(=O)n3C)c1
 : 10%	-11%	8	5%	1%	1%	1%	1
20. C=CCn1c(COc2ccc(Cl)cc2)nnc1SCc1ccc(C#N)cc1
 : 44%	3%	-5	-7%	-42%[inhibitor]	?	?	-5
21. COCCNC(=O)CC(=O)N/N=C/c1ccc(C(=O)OC)cc1
 : -16%	-2%	7	9%	21%	-7%	10%	4
22. Cc1ccc(O)c(/C=N/NC(=O)CN2CCCC2)c1
 : -21%	-2%	13	5%	-19%	4%	4%	-9
23. OCC(CO)(CO)NC(=S)Nc1cc(Cl)cc(Cl)c1
 : -2%	6%	-1	5%	5%	2%	4%	4
24. CN(c1ccc(S(=O)(=O)N2CCOCC2)cn1)C1CCCCC1
 : ?	-2%	-23	8%	0%	?	-12%	2
25. O=c1[nH]c2ccccc2nc1/C=C/c1ccc(Cl)cc1
 : 16%	-6%	-4	0%	-14%	0%	14%	-1
26. CC1=NCCN1S(=O)(=O)c1cc([N+](=O)[O-])ccc1Cl
 : 2%	0%	6	20%	-10%	-28%	1%	-11
27. Cc1cc(-c2nnc3n2N=C(C(C)(C)C)CS3)n[nH]1
 : -11%	-3%	-52*	4%	8%	-13%	-1%	-7
28. CC(=O)c1c(C)[nH]c(C(=O)OCC(=O)Nc2sc3c(c2C#N)CCCC3)c1C
 : .	1%	42	8%	8%	0%	7%	3
29. O=S(=O)(c1ccccc1F)N1CCN(CCc2ccccc2)CC1
 : 7%	6%	112	21%	-17%	-22%	1%	-3
30. Cc1ccc2ccc3cc(C(=O)Nc4ccc(C)c(F)c4)nc3c2[nH]1
 : 31%	.	.	.	13%	4µM*	-24%	5
31. C#CCOCCOCCOCCNc1nc(N2CCN(C(=O)Cn3cc(CC(C)O)nn3)CC2)nc(N2CCN(C(=O)[C@H](CCCCN)n3cc(CC(C)O)nn3)CC2)n1 (stereo not given in full)
 : -6%	1%	36	13%	-3%	1%	-10%	11
32. NC(Cc1ccc(Cl)cc1)c1csc(Nc2ccc(C(=O)NCCCO)cn2)n1 (stereo not given)
 : -2%	-3%	1	12%	-11%	13%	-1%	-3
33. COc1cc(C#N)c(N=C(SCC#N)N2CCOCC2)cc1OC
 : 5%	3%	8	-1%	0%	8%	0%	-2
34. COc1ccc(CNc2nc(-c3cccnc3)nn2C(=O)CC(C)C)cc1
 : ?	1%	-6	-3%	-16%	?	-8%	-6
35. Cc1c(NC(=O)c2sc3ccccc3c2Cl)cccc1-c1nc2ccccc2o1
 : -10%	.	.	.	-21%	-8%	.	-8
36. CCOc1ccc(S(=O)(=O)N2CCCCC2)cc1NC(=O)C1=COCCO1
 : -2%	12%	0	-17%	16%	-4%	-9%	2
37. CC(C)n1c(SC2CCOC2=O)nc2ccccc21 (stereo not given)
 : 14%	7%	-19	4%	11%	9%	-1%	15
38. COc1ccc(C(=O)Nc2ccc3oc(-c4ccc(F)cc4Cl)nc3c2)cc1
 : -22%	.	.	.	-5%	0%	-11%	-4
39. CCOC(=O)N1CCN(C(=O)CSc2nnc(Cc3cccn3C)n2CCc2ccccc2)CC1
 : 28%	0%	?	-1%	1%	-21%	0%	1
40. COc1cc(/C=C/C(=O)OC(C)C(=O)Nc2c(C)n(C)n(-c3ccccc3)c2=O)ccc1O (stereo not given)
 : 5%	3%	9	4%	0%	20%	-4%	5

An excerpt from above in order of count of non-hydrogen atoms, highest first:
Each structure is followed by: FUS yeast rescue	EPAC2 agonist	DRD3 antagonist	EPAC2 antagonist	Abeta yeast res	TDP43 rescue	aSyn rescue	DRD3 agonist
40. COc1cc(/C=C/C(=O)OC(C)C(=O)Nc2c(C)n(C)n(-c3ccccc3)c2=O)ccc1O (stereo not given)
 : 5%	3%	9	4%	0%	20%	-4%	5
32. NC(Cc1ccc(Cl)cc1)c1csc(Nc2ccc(C(=O)NCCCO)cn2)n1 (stereo not given)
 : -2%	-3%	1	12%	-11%	13%	-1%	-3
37. CC(C)n1c(SC2CCOC2=O)nc2ccccc21 (stereo not given)
 : 14%	7%	-19	4%	11%	9%	-1%	15

Shown bar-delimited: entries from further up.
cpd | SMILES | FUS yeast rescue | EPAC2 agonist | DRD3 antagonist | EPAC2 antagonist | Abeta yeast res | TDP43 rescue | aSyn rescue | DRD3 agonist
29 | O=S(=O)(c1ccccc1F)N1CCN(CCc2ccccc2)CC1 | 7% | 6% | 112 | 21% | -17% | -22% | 1% | -3
30 | Cc1ccc2ccc3cc(C(=O)Nc4ccc(C)c(F)c4)nc3c2[nH]1 | 31% | . | . | . | 13% | 4µM* | -24% | 5
31 | C#CCOCCOCCOCCNc1nc(N2CCN(C(=O)Cn3cc(CC(C)O)nn3)CC2)nc(N2CCN(C(=O)[C@H](CCCCN)n3cc(CC(C)O)nn3)CC2)n1 (stereo not given in full) | -6% | 1% | 36 | 13% | -3% | 1% | -10% | 11
32 | NC(Cc1ccc(Cl)cc1)c1csc(Nc2ccc(C(=O)NCCCO)cn2)n1 (stereo not given) | -2% | -3% | 1 | 12% | -11% | 13% | -1% | -3
33 | COc1cc(C#N)c(N=C(SCC#N)N2CCOCC2)cc1OC | 5% | 3% | 8 | -1% | 0% | 8% | 0% | -2
34 | COc1ccc(CNc2nc(-c3cccnc3)nn2C(=O)CC(C)C)cc1 | ? | 1% | -6 | -3% | -16% | ? | -8% | -6
35 | Cc1c(NC(=O)c2sc3ccccc3c2Cl)cccc1-c1nc2ccccc2o1 | -10% | . | . | . | -21% | -8% | . | -8
36 | CCOc1ccc(S(=O)(=O)N2CCCCC2)cc1NC(=O)C1=COCCO1 | -2% | 12% | 0 | -17% | 16% | -4% | -9% | 2
37 | CC(C)n1c(SC2CCOC2=O)nc2ccccc21 (stereo not given) | 14% | 7% | -19 | 4% | 11% | 9% | -1% | 15

Further entries follow:
Each structure is followed by: FUS yeast rescue	EPAC2 agonist	DRD3 antagonist	EPAC2 antagonist	Abeta yeast res	TDP43 rescue	aSyn rescue	DRD3 agonist
41. C=CCN1C(=O)C2C3CC(=O)C(c4ccccc43)C2C1=O (stereo not given)
 : -24%	1%	6	0%	-2%	-2%	5%	1
42. N#C/C(=C(/O)COc1cccc2ccccc12)c1nc2ccccc2[nH]1
 : 17%	-2%	1	-1%	-9%	-2%	2%	0
43. COc1ccccc1N1CCN(C(=O)CSc2nc3ccccc3nc2N2CCC(C)CC2)CC1
 : ?	9%	35	-1%	2%	-9%	11%	25
44. COc1ccccc1C/C(N)=N/OC(=O)COc1ccc2ccccc2c1
 : 2%	-6%	-12	0%	14%	0%	3%	-3
45. COc1nc(NC23CC4CC(CC(C4)C2)C3)nc(OC)n1
 : 15%	3%	0	-4%	-3%	14µM*	13%	-7
46. COc1ccc(NC(=O)CSCc2cc(=O)n3nc(C4CC4)sc3n2)cc1
 : 6%	1%	-9	0%	-2%	-1%	1%	-3
47. COc1ccc(CN(C)C(=O)CNC(=O)c2sc3ccccc3c2Cl)c(OC)c1OC
 : .	12%	6	-2%	4%	10%	17%	8
48. O=C(Nn1c(SCc2cccc([N+](=O)[O-])c2)nc2ccccc2c1=O)c1ccccc1
 : -3%	11%	1	-1%	17%	-7%	12%	-2
49. O=C(CCCCC(=O)Nc1ccccc1Cl)Nc1ccccc1Cl
 : -13%	3%	-7	21%	-27%	-20%	-27%	-2
50. Cc1cc(Cl)c2cc3ccccc3cc2n1
 : -30%	10%	12	-13%	3%	12%	1%	10
51. COc1ccc(CN(C)CC(=O)Nc2ccccc2C(F)(F)F)c(OC)c1
 : .	-4%	-1	0%	7%	4%	1%	3
52. Cc1ccc(C)c(OCCC(=O)NNC(=O)c2ccncc2)c1
 : 3%	3%	-6	3%	6%	-23%	7%	-6

Some of the compounds tested. The share of hits here may be higher or lower than overall.
